Screening results from PubChem BioAssay.
MITF TRPM1 inh: reduces MITF-dependent TRPM1 promoter luciferase signal; SK-MEL-5 TRPM1 promoter luciferase, 24 h; inhibition, % at 12.5 µM; 330,000 compounds, 0.83% hits; AID 488899;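 active = mean inhibition across replicates of 60% or more, whatever share of single replicates reaches that level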; also: values of inactives mirror those of a sister screen read the other way
NR2E3 ag-1: activates human NR2E3 receptor. AID 602229. Q9Y5X4. CHO-S Gal4-NCOR/VP16-NR2E3 two-hybrid, luciferase. inhibition of corepressor binding, % at 3.98 µM. 360,000 compounds, 0.35% hits;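 active = inhibition above the mean of all tested compounds plus 3 SD, cut at about 70% in these data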;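 also: 0% = DMSO with NR2E3 transfected cells and 100% = cells lacking NR2E3 construct; higher means lower luciferase signal from less NR2E3 corepressor binding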
Target sequence (Q9Y5X4 whole entry, looked up, the tested form may be a part): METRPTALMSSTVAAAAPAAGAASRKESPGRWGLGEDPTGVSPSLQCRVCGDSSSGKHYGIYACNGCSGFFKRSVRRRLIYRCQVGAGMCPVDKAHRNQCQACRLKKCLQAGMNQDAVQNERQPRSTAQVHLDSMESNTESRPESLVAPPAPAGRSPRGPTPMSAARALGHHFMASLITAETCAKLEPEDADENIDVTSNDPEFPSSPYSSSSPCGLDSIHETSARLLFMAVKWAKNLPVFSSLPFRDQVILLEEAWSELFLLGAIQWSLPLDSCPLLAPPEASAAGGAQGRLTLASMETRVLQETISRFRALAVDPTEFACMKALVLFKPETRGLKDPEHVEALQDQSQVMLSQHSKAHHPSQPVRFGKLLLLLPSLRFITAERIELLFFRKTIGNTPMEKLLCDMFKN
KKLEB tox: CF airway cell cytotoxicity counter-screen; KKLEB CF airway cells viability, ATPlite luminescence, overnight; active compounds read low; cells stimulated with P. aeruginosa culture filtrate; activity change (cytotoxicity), % at 5 µM; 360,000 compounds, 0.36% hits; AID 602141;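 active = corrected activity change at or below -50% at 5 µM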
NR2E3 ag-2: NR2E3 (human) agonism; Q9Y5X4; GST-NR2E3/biotin-RetCOR TR-FRET, 1536-well; inhibition of corepressor binding, % at 4.78 µM; 320,000 compounds, 0.12% hits; AID 2300;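 active = percent inhibition above the cutoff of mean plus 3 SD of all tested compounds, set per screening campaign, cut at about 20% in these data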;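 also: 0% = DMSO wells and 100% = biotin wells as full block of FRET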
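Format: 1536-well format; test system: GST-NR2E3 and biotin-RetCOR proteins; read-out basis: percent inhibition of TR-FRET ratio; timing: 5 h incubation at 4 °C; detection: time-resolved FRET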
Peg3 prom inh: inhibitors of Peg3 promoter | HeLa PEG-Prom luciferase reporter, luminescence, overnight | 360,000 compounds, 1.7% hits | inhibition, % at 20 µM;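 active = inhibition of at least 50% at 20 µM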
Shn3 3UTR inh: inhibitors of Schnurri-3 3'UTR reporter in osteoblasts | inhibition, % at 12.5 µM | 360,000 compounds, 0.52% hits | Clone20 osteoblast Shn3 3'UTR firefly luciferase, 24 h;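 active = mean inhibition of at least 75% with every replicate also reaching 75%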;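 also: 0% = median of neutral control wells and 100% = pilot-screen positive control compound; some compounds past the cut are filed as inactive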
PDI turbidity: PDI (human) enzyme inhibition. inhibition, % at 10 µM. 350,000 compounds, 0.052% hits. PDI insulin aggregation turbidity, A650, 90 min;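 active = mean inhibition across replicates of 30% or more, whatever share of single replicates reach that level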;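 also: absorbance from insulin aggregation driven by PDI reduction with DTT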
Target sequence (P07237 whole entry, looked up): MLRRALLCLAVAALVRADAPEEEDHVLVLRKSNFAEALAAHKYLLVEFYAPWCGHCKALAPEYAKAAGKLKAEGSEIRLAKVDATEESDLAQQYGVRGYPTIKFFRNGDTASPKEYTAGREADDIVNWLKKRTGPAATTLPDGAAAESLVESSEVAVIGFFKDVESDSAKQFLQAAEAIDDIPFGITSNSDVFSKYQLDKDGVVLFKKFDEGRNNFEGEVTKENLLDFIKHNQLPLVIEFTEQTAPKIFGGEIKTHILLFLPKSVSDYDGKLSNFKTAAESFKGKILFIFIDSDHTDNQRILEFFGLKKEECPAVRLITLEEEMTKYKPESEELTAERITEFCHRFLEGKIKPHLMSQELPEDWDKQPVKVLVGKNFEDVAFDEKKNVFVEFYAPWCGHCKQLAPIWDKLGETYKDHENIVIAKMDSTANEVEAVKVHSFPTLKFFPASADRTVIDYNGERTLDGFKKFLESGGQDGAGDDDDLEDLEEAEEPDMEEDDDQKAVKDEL
HIF-2a inh: HIF-2a inhibition; 786-0 RCC cells HIF-2a reporter, luciferase luminescence, overnight; inhibition, % at 18.8 µM; 360,000 compounds, 0.72% hits; AID 624352;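 active = inhibition of the luminescence signal of 40% or more relative to plate controls, in a single-dose primary screen at 18.75 µM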
Vif imaging: inhibitors of HIV Vif | HEK293T cells, Vif self-association by quenched fluorescence, imaging, 24 h | inhibition, % at 7.49 µM | 340,000 compounds, 0.35% hits | AID 602346; in the data active = inhibition above about 50%, passing the limit was not always enough; also: some results filed as inactive read as strong as hits
CF NFkB block: inhibitors of cystic fibrosis induced NF-kB; 360,000 compounds, 0.86% hits; KKLEB NF-kB-GFP reporter, PAF-induced, GFP fluorescence overnight; AID 588850; inhibition, % at 5 µM;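 active = at least 50% inhibition at 5 µM, scaled per plate between neutral and stimulator controls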;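 also: PAF is a Pseudomonas aeruginosa culture filtrate used as stimulus; plate controls were PAF-stimulated DMSO wells for no effect and unstimulated DMSO wells for full effect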
CaV13 FRET inh: Disruptors of the CACNA1D IQ motif to Ca2+-dependent inactivation inhibitor domain association, primary screening, Förster resonance energy transfer in intact living …. HEK cells, CFP/YFP FRET ICDI-IQ, plate reader, 10 min; percent FRET-ratio fall versus neutral wells. inhibition, % at 12.3 µM. 340,000 compounds, 0.098% hits. AID 743397;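 active = mean replicate inhibition of at least 30% and at least 1% of replicates passing that level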;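 also: 0% = median of the neutral control wells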
* marks the source's active call; other numbers are inactive results; i = inactive; . = no result given.

SMILES | MITF TRPM1 inh | NR2E3 ag-1 | KKLEB tox | NR2E3 ag-2 | Peg3 prom inh | Shn3 3UTR inh | PDI turbidity | HIF-2a inh | Vif imaging | CF NFkB block | CaV13 FRET inh
COc1ccc(NC(=S)NC2CCS(=O)(=O)C2)cc1 (configuration not stated) | 3 | -20 | 2 | 1 | 1 | -10 | -5 | 17 | 7 | 3 | -4
O=C(N/N=C/c1cc(O)ccc1[N+](=O)[O-])c1ccc2c(c1)OCCO2 | -72 | -129 | -3 | -1 | -178 | -16 | -3 | -203 | 2 | 2 | -3
Cc1ccc(-c2c3c([nH]c(=S)c2C#N)CCCC3)o1 | 6 | -8 | 6 | 49* | 9 | 4 | -2 | 12 | 7 | 10 | -9
CN(CC(=O)Nc1cccc(F)c1)CC(=O)N1CCc2ccccc21 | 8 | 2 | 10 | 3 | -8 | -8 | -2 | 13 | 11 | -9 | -5
COC(=O)C1CCN(C(=O)COC(=O)c2oc3ccccc3c2C)CC1 | 2 | -14 | 6 | 1 | -7 | 11 | -8 | 2 | -14 | 14 | -7
COC(C[C@@H]1O[C@@H]1C(=O)[C@H](C)OCc1ccccc1)OC | 3 | -9 | -9 | 1 | -2 | -20 | 1 | 0 | . | -4 | -4
Cc1cc(C)c(S(=O)(=O)Nc2cccc(/C=C/C(=O)O)c2)c(C)c1 | -3 | -23 | 4 | -4 | 14 | 5 | -3 | 18 | 5 | 4 | -3
COc1cccc(CN2CC(C(=O)NCCOc3cccnc3)CCC2=O)c1 (configuration not stated) | 8 | 9 | 3 | -1 | 7 | 2 | 4 | 8 | 2 | -13 | -3
O=C1NN=C2CCCCCCCCCCC12 (configuration not stated) | . | 4 | 9 | . | 4 | -3 | -3 | 9 | 0 | -15 | -5
COc1ccc(CCNC(=O)C2CC(c3ccccc3[N+](=O)[O-])=NO2)cc1 (configuration not stated) | -50 | -102 | -11 | -2 | -213 | -33 | -2 | -170 | 6 | 1 | -11
Oc1[nH]c(N=C2N=c3ccccc3=N2)c2ccccc12 | 27 | -19 | -10 | -5 | -144 | 76 | 5 | -473 | i | -15 | -86
COc1ncnc2c1ncn2CCCNCC(c1ccccc1)c1ccccc1 | . | 0 | 2 | . | -1 | 13 | -3 | -4 | -3 | -10 | -9
Cc1ccc(S(=O)(=O)/N=C2\C(=O)c3ccccc3C([O-])=C2n2cc[n+](CCC(C)C)c2)cc1 | 69* | -26 | -3 | -1 | 18 | -3 | -1 | -30 | -2 | 5 | .
CN(C)S(=O)(=O)n1cc(/C=C(\NC(=O)c2ccccc2)C(=O)NCCCN2CCOCC2)c2ccccc21 | -12 | -30 | -7 | 1 | 13 | 5 | -1 | 1 | -6 | 26 | -2
CCc1ccccc1S(=O)(=O)Cc1ccc(C(=O)NCc2ccc3c(c2)OCO3)o1 | . | -12 | 4 | -3 | 13 | 12 | . | 14 | -4 | 13 | -11
c1ccc(-c2nc(-c3cccnc3)cs2)cc1 | -35 | -69 | -4 | . | -193 | -29 | -1 | -168 | -1 | -10 | -4
COc1ccc(C(=O)N(C)C(C)c2nccs2)cc1OC1CCN(C(C)=O)CC1 (configuration not stated) | . | -12 | 0 | . | -8 | 13 | -2 | 9 | . | -13 | -10
O=C(Nc1ccc(F)cc1F)NC1CCCCCCC1 | -68 | -122 | 13 | . | -206 | -63 | 9 | -221 | 1 | -14 | .
CCN(CC)P(=O)(/C(Cl)=C\Nc1c(C)n(C)n(-c2ccccc2)c1=O)N(CC)CC | 13 | -22 | 15 | -3 | 2 | -3 | -4 | 0 | 16 | -7 | -6
C/C(CC(=O)c1ccccc1)=N\NC(=O)CC#N | 1 | -17 | -7 | -1 | 7 | -12 | -1 | 18 | -4 | 11 | 3
CN(C)C(CNC(=O)c1ccc(Br)cc1)c1ccco1 (configuration not stated) | -3 | -40 | -6 | -1 | -8 | -15 | -6 | 3 | -7 | 5 | -19
Cc1cc(C)nc(N/N=C/c2ccc(N3CCOCC3)cc2)n1 | -1 | 16 | 6 | -1 | 0 | -21 | 0 | 8 | -2 | -7 | -3
c1ccc(-c2oc3ncnc(NCCCn4ccnc4)c3c2-c2ccccc2)cc1 | 8 | 5 | -20 | 2 | 29 | 27 | 0 | -9 | 27 | 18 | .
O=C(C1CCN(S(=O)(=O)N2CCCCC2)CC1)N1CCCCC1 | -1 | -14 | 6 | 4 | -5 | -12 | 1 | 17 | 4 | 4 | -4
COc1ccc2ccc3cccc[n+]3c2c1 | 1 | -24 | 2 | . | 14 | -21 | 8 | 11 | -4 | -34 | -1
O=C(NN1CCOCC1)c1ccc(S(=O)(=O)N2CCCCC2)cc1 | 8 | -3 | 6 | -4 | 5 | -10 | 11 | 23 | 8 | -6 | -7
O=S(=O)(Nc1nccs1)c1ccc(Br)cc1 | -3 | -23 | 1 | 1 | 4 | -3 | 0 | 13 | -3 | 21 | -1
CN1CCC(N(C)C(=O)c2ccc(Cl)c(S(=O)(=O)N3CCc4ccccc43)c2)CC1 | -31 | 7 | -11 | . | -1 | 7 | -2 | 12 | 3 | 7 | -5
Cn1c(=O)[nH]c(=O)c2[nH]c(CO)nc21 | 5 | 4 | 7 | . | 11 | 10 | 0 | 1 | -7 | -17 | -9
Oc1ccccc1CNCc1ccccc1 | -4 | -1 | 7 | 3 | -3 | 2 | 5 | 7 | -2 | 2 | -4
Cc1cc2cc(CN(Cc3nnnn3C3CCCCC3)CC3CCCO3)c(=O)[nH]c2cc1C (configuration not stated) | 8 | 7 | 10 | 1 | 11 | -10 | 8 | -16 | 1 | 2 | -8
CC[C@@H]1CCCCc2ccccc2[C@H](C(=O)C[C@@H](O)CC(C)=O)OC1=O | 18 | -34 | 7 | . | 4 | 4 | -3 | 7 | -8 | 15 | -4
Cc1ccccc1CSCC(=O)Nc1ccccc1F | -50 | -5 | -1 | -2 | -94 | -88 | 5 | -199 | 1 | -7 | -20
CCc1ccccc1NC(=O)NCc1ccccn1 | 4 | -4 | -18 | 3 | 12 | 6 | -12 | -17 | -2 | 19 | -3
Cc1cc(C)c2c(=O)[nH]c(SCC(=O)N3CCOCC3)nc2n1 | -10 | -15 | 9 | -2 | 9 | -34 | 2 | 10 | 1 | -11 | -2
CC1(NC(=O)c2cccc(S(=O)(=O)N3CCCc4ccccc43)c2)CCS(=O)(=O)C1 (configuration not stated) | -9 | -10 | -20 | . | 14 | -3 | -3 | 17 | -15 | 3 | -6
N/C(Cc1ccc([N+](=O)[O-])cc1)=N\OC(=O)C1CCCCC1 | -12 | -44 | -2 | -4 | -38 | -7 | 1 | -42 | 1 | 8 | -7
Clc1ccc(CN2CCN(c3ncccn3)CC2)c(Cl)c1 | -1 | 12 | 15 | 4 | -14 | -3 | 1 | -16 | -3 | 11 | 1
CC1=CC(C)(C)N(C(=O)CSc2nccn2C)c2cc(C)ccc21 | 5 | 1 | -5 | -3 | 16 | 10 | 1 | -9 | -5 | 5 | .
CCn1c(-c2ccccc2Cl)nn(CC(=O)Nc2ccc(OC)cc2)c1=S | -2 | -11 | -5 | 4 | 12 | 8 | 17 | 5 | -5 | 21 | .
O=C(Cn1c(=O)n(-c2ccc(F)cc2)c(=O)c2sccc21)N1CCCC1 | 2 | 10 | 3 | 0 | 11 | 4 | -5 | 3 | . | 6 | -7
CC(C)N(CCC(=O)c1ccc2ccccc2c1)Cc1ccccc1 | 0 | 7 | -1 | 0 | 27 | 94* | 0 | -15 | -3 | 24 | -5
CC(NC(=O)CSc1nnc(-c2cc3cc(Cl)ccc3o2)n1C)c1ccccc1 (configuration not stated) | 1 | 0 | 15 | 0 | -22 | 4 | -1 | -29 | -3 | -17 | -4
Cc1nc(N)ncc1Sc1ccccc1 | -6 | 19 | -4 | -1 | -4 | -5 | 4 | 10 | 10 | 22 | -5
CCn1c(SCC(=O)c2ccc3c(c2)OCCO3)nnc1-c1ccco1 | -9 | -37 | 1 | 2 | -18 | -17 | 9 | -1 | 4 | -8 | -4
COc1ccc2oc(C(=O)OC/C(O)=C(\C#N)c3nc4ccccc4[nH]3)c(C)c2c1 | 13 | -15 | -35 | 0 | 29 | 13 | -1 | 12 | 5 | 41 | -1
Cc1nn(-c2ccccc2)c(Cl)c1C(=O)OC(C)C(=O)NC(=O)NC1CCCCC1 (configuration not stated) | 4 | 12 | -1 | -4 | 24 | -9 | -2 | 17 | 11 | 13 | -4
COC(Cc1n[nH]c(=S)n1-c1ccccc1)OC | 5 | 15 | -2 | 1 | 15 | -2 | -7 | 17 | 4 | 7 | -4
CCC(C)(C)C1CCC2(CC1)NC(=O)N(CC(=O)NCCc1c[nH]c3ccccc13)C2=O (configuration not stated) | 8 | 3 | -1 | -2 | 21 | 19 | -1 | 19 | -1 | -14 | -5
CC(C)=NNc1nc2sc3c(c2c(=O)[nH]1)CC(C)(C)OC3 | -5 | -15 | 0 | -5 | -4 | 5 | 8 | -3 | 12 | 2 | -4
COc1ccc(C(C(=O)NCc2ccccc2)N(C(=O)c2snc(C(N)=O)c2N)C2CCCC2)cc1O (configuration not stated) | 8 | -6 | -6 | -2 | 11 | -2 | 5 | 14 | -6 | 9 | -3

8 consecutive compounds out of the list so far:
SMILES | MITF TRPM1 inh | NR2E3 ag-1 | KKLEB tox | NR2E3 ag-2 | Peg3 prom inh | Shn3 3UTR inh | PDI turbidity | HIF-2a inh | Vif imaging | CF NFkB block | CaV13 FRET inh
O=C(Cn1c(=O)n(-c2ccc(F)cc2)c(=O)c2sccc21)N1CCCC1 | 2 | 10 | 3 | 0 | 11 | 4 | -5 | 3 | . | 6 | -7
CC(C)N(CCC(=O)c1ccc2ccccc2c1)Cc1ccccc1 | 0 | 7 | -1 | 0 | 27 | 94* | 0 | -15 | -3 | 24 | -5
CC(NC(=O)CSc1nnc(-c2cc3cc(Cl)ccc3o2)n1C)c1ccccc1 (configuration not stated) | 1 | 0 | 15 | 0 | -22 | 4 | -1 | -29 | -3 | -17 | -4
Cc1nc(N)ncc1Sc1ccccc1 | -6 | 19 | -4 | -1 | -4 | -5 | 4 | 10 | 10 | 22 | -5
CCn1c(SCC(=O)c2ccc3c(c2)OCCO3)nnc1-c1ccco1 | -9 | -37 | 1 | 2 | -18 | -17 | 9 | -1 | 4 | -8 | -4
COc1ccc2oc(C(=O)OC/C(O)=C(\C#N)c3nc4ccccc4[nH]3)c(C)c2c1 | 13 | -15 | -35 | 0 | 29 | 13 | -1 | 12 | 5 | 41 | -1
Cc1nn(-c2ccccc2)c(Cl)c1C(=O)OC(C)C(=O)NC(=O)NC1CCCCC1 (configuration not stated) | 4 | 12 | -1 | -4 | 24 | -9 | -2 | 17 | 11 | 13 | -4
COC(Cc1n[nH]c(=S)n1-c1ccccc1)OC | 5 | 15 | -2 | 1 | 15 | -2 | -7 | 17 | 4 | 7 | -4

Outcome played no part in choosing rows (roughly 3.3% active in at least one column).
